All columns: NCI-60 one-dose screen, growth in % after 48 h at 10 µM unless noted; 100 = growth as untreated, 0 = no growth, -100 = all killed.
HCT-15 = HCT-15 colon cancer; 5.2% of 82,000 active
NCI-H522 = NCI-H522 lung cancer; 8% of 78,000 active; AID 1794739
NCI-H226 = NCI-H226 lung cancer; 3.5% of 79,000 active
COLO 205 = COLO 205 colon cancer; 7.3% of 79,000 active
NCI-H460 = NCI-H460 lung cancer; 6.8% of 82,000 active; AID 1794736
NCI/ADR-RES = NCI/ADR-RES ovarian cells. AID 1794790. 4.4% of 81,000 active
HCT-116 = HCT-116 colon cancer; 7.3% of 82,000 active
NCI-H23 = NCI-H23 lung cancer. 4% of 80,000 active. AID 1794731
NCI-H322M = NCI-H322M lung cancer. 2.7% of 80,000 active
Starred values were filed as active, the others as inactive. The calls were made as follows: active = growth percent below 10; inactive = the rest. Outcome played no part in choosing rows. Share with any hit: about 13%.

Preview (six entries):
For S=C(NCc1cccnc1)Nc1ccc(Cl)c(Cl)c1 the results were HCT-15 101.1, NCI-H522 76.3, NCI-H226 90.7, COLO 205 99.1, NCI-H460 100.8, NCI/ADR-RES 98.6, HCT-116 94.6, NCI-H23 95.2 and NCI-H322M 93.2.
`Nc1nc(-c2ccccc2Cl)cs1` gave HCT-15 113.9, NCI-H226 106.6, COLO 205 103.5, NCI-H460 113.9, NCI/ADR-RES 112.8, HCT-116 108.2, NCI-H23 107.1 and NCI-H322M 97.1.
For COc1ccc(-c2nc(NCCO)nc(N)c2C#N)cc1 the results were HCT-15 102.5, NCI-H522 98.0, NCI-H226 80.4, COLO 205 97.2, NCI-H460 102.3, NCI/ADR-RES 101.3, HCT-116 99.0, NCI-H23 96.1 and NCI-H322M 105.8.
CCSc1cc(C)nc(N)n1 was read as HCT-15 105.4, NCI-H522 94.7, NCI-H226 97.1, COLO 205 107.4, NCI-H460 106.6, NCI/ADR-RES 99.3, HCT-116 103.9, NCI-H23 93.7 and NCI-H322M 90.8.
`O=C1Nc2ccc(I)cc2C1=O` gave HCT-15 100.9, NCI-H522 93.4, NCI-H226 92.8, COLO 205 88.9, NCI-H460 106.5, NCI/ADR-RES 97.2, HCT-116 71.8, NCI-H23 89.7 and NCI-H322M 107.1.
`CCOC(=O)c1c2c(c(C)n1Cc1ccc(OC)cc1)-c1oncc1CC2` gave HCT-15 91.3, NCI-H522 99.3, COLO 205 136.7, NCI-H460 99.1, NCI/ADR-RES 85.8, HCT-116 80.2, NCI-H23 87.7 and NCI-H322M 78.5.

The listing, from the start:
For S=C(NCc1cccnc1)Nc1ccc(Cl)c(Cl)c1 the results were HCT-15 101.1, NCI-H522 76.3, NCI-H226 90.7, COLO 205 99.1, NCI-H460 100.8, NCI/ADR-RES 98.6, HCT-116 94.6, NCI-H23 95.2 and NCI-H322M 93.2.
`Nc1nc(-c2ccccc2Cl)cs1` gave HCT-15 113.9, NCI-H226 106.6, COLO 205 103.5, NCI-H460 113.9, NCI/ADR-RES 112.8, HCT-116 108.2, NCI-H23 107.1 and NCI-H322M 97.1.
For COc1ccc(-c2nc(NCCO)nc(N)c2C#N)cc1 the results were HCT-15 102.5, NCI-H522 98.0, NCI-H226 80.4, COLO 205 97.2, NCI-H460 102.3, NCI/ADR-RES 101.3, HCT-116 99.0, NCI-H23 96.1 and NCI-H322M 105.8.
CCSc1cc(C)nc(N)n1 was read as HCT-15 105.4, NCI-H522 94.7, NCI-H226 97.1, COLO 205 107.4, NCI-H460 106.6, NCI/ADR-RES 99.3, HCT-116 103.9, NCI-H23 93.7 and NCI-H322M 90.8.
`O=C1Nc2ccc(I)cc2C1=O` gave HCT-15 100.9, NCI-H522 93.4, NCI-H226 92.8, COLO 205 88.9, NCI-H460 106.5, NCI/ADR-RES 97.2, HCT-116 71.8, NCI-H23 89.7 and NCI-H322M 107.1.
`CCOC(=O)c1c2c(c(C)n1Cc1ccc(OC)cc1)-c1oncc1CC2` gave HCT-15 91.3, NCI-H522 99.3, COLO 205 136.7, NCI-H460 99.1, NCI/ADR-RES 85.8, HCT-116 80.2, NCI-H23 87.7 and NCI-H322M 78.5.
CC[C@H](Nc1nc(N)nc(C)c1C(N)=O)c1nc2cccc(NCc3ccc(C(=O)NO)cc3)c2c(=O)n1-c1ccccc1 was read as HCT-15 99.2, NCI-H522 65.3, NCI-H226 73.6, COLO 205 82.7, NCI-H460 100.2, NCI/ADR-RES 95.3, HCT-116 94.7, NCI-H23 90.9 and NCI-H322M 100.2.
`Cc1ccc(C(CN(C)C)C(=O)c2ccccc2)cc1` (stereo not given) gave HCT-15 -12.1*, NCI-H522 -66.4*, NCI-H226 80.9, COLO 205 43.5, NCI-H460 71.7, NCI/ADR-RES 49.7, HCT-116 -86.4*, NCI-H23 71.5 and NCI-H322M 101.0.
O=C1/C(=C/c2ccc(Cl)cc2)CCC/C1=C\c1ccc(Cl)cc1 was read as HCT-15 80.9, NCI-H522 83.0, NCI-H226 103.8, COLO 205 73.3, NCI-H460 97.7, NCI/ADR-RES 87.2, HCT-116 -42.6*, NCI-H23 70.7 and NCI-H322M 99.6.
For O=C(Nc1ccc(Oc2ccc(Cl)cc2)c(Cl)c1)c1cc(I)cc(I)c1O the results were HCT-15 51.7, NCI-H522 86.7, NCI-H226 97.4, COLO 205 88.9, NCI-H460 94.5, NCI/ADR-RES 93.5, HCT-116 47.2, NCI-H23 83.4 and NCI-H322M 101.2.
O=C1Nc2ccccc2CCc2ccccc21 was read as HCT-15 102.3, NCI-H522 89.0, NCI-H226 109.5, COLO 205 107.7, NCI-H460 108.6, NCI/ADR-RES 109.6, HCT-116 110.4, NCI-H23 105.9 and NCI-H322M 112.1.
CSc1nc(N)c(N)c(N)n1 was read as HCT-15 110.9, NCI-H522 70.1, NCI-H226 91.9, COLO 205 117.4, NCI-H460 104.2, NCI/ADR-RES 110.4, HCT-116 86.5, NCI-H23 97.9 and NCI-H322M 105.6.
`Oc1ccc2ncccc2c1` gave HCT-15 95.9, NCI-H522 76.7, NCI-H226 104.3, COLO 205 110.4, NCI-H460 103.4, NCI/ADR-RES 87.7, NCI-H23 93.6 and NCI-H322M 109.5.
For CN1/C(=C\C(I)C(I)C2=[N+](C)c3ccccc3C2(C)C)C(C)(C)c2ccccc21 (stereo not given) the results were HCT-15 13.8, NCI-H522 -14.1*, NCI-H226 16.5, COLO 205 -20.6*, NCI-H460 4.3*, NCI/ADR-RES 73.0, HCT-116 9.2*, NCI-H23 3.2* and NCI-H322M 20.9.
`C1=NCCc2ccccc21` gave HCT-15 106.5, NCI-H522 114.4, NCI-H226 85.8, COLO 205 101.2, NCI-H460 103.0, NCI/ADR-RES 106.1, HCT-116 89.7, NCI-H23 93.8 and NCI-H322M 104.5.
For CCCCN(CCCC)CCNc1ccc(C)c2sc3ccc(Cl)cc3c(=O)c12 the results were HCT-15 100.7, NCI-H522 82.7, NCI-H226 82.9, NCI-H460 103.9, NCI/ADR-RES 99.9, HCT-116 87.8, NCI-H23 92.4 and NCI-H322M 80.7.
CCCCCCCCCCCCCCCC(=O)OCC(O)C1OC(=O)C(O)=C1O (stereo not given) was read as HCT-15 110.1, NCI-H522 84.6, NCI-H226 100.2, COLO 205 108.2, NCI-H460 89.8, NCI/ADR-RES 107.2, HCT-116 94.6, NCI-H23 102.1 and NCI-H322M 107.0.
For COc1ccc(C(=O)/C=C/c2ccccc2Cl)cc1S(N)(=O)=O the results were HCT-15 92.9, NCI-H522 102.2, NCI-H226 105.9, COLO 205 106.2, NCI-H460 102.6, NCI/ADR-RES 103.9, HCT-116 105.6, NCI-H23 117.1 and NCI-H322M 101.6.
Screening Nc1nc(CC(=O)NCCc2ccccc2)nn1C(=O)c1ccc(Cl)cc1 returned HCT-15 111.8, NCI-H522 90.2, NCI-H226 109.8, COLO 205 108.7, NCI-H460 117.3, NCI/ADR-RES 114.2, HCT-116 100.8, NCI-H23 106.3 and NCI-H322M 112.8.
For Cc1c(/C=C2\SC(=S)N(Cc3ccco3)C2=O)c2ccccc2n1C the results were HCT-15 66.7, NCI-H522 87.0, NCI-H226 89.6, COLO 205 109.8, NCI-H460 104.9, NCI/ADR-RES 89.6, HCT-116 83.9, NCI-H23 86.9 and NCI-H322M 89.9.
O=C(Nc1ccccc1)C1CN(Cc2ccc[nH]2)CCS1 (stereo not given) was read as HCT-15 97.2, NCI-H522 91.8, NCI-H226 88.6, COLO 205 105.1, NCI-H460 95.9, NCI/ADR-RES 91.1, HCT-116 92.5, NCI-H23 95.9 and NCI-H322M 93.3.
Screening N#CCCN1CCSC1=S returned HCT-15 102.4, NCI-H226 101.2, COLO 205 106.3, NCI-H460 105.8, NCI/ADR-RES 105.8, HCT-116 99.6, NCI-H23 111.4 and NCI-H322M 94.1.
Nc1cc(Cl)c(F)cc1Cl was read as HCT-15 111.2, NCI-H522 94.8, NCI-H226 95.5, COLO 205 107.8, NCI-H460 99.8, NCI/ADR-RES 108.9, HCT-116 96.1, NCI-H23 100.8 and NCI-H322M 107.6.
Screening NC(=O)NC(=O)N/N=C/c1ccc([N+](=O)[O-])o1 returned HCT-15 99.4, NCI-H522 105.1, NCI-H226 102.3, COLO 205 107.9, NCI-H460 104.8, NCI/ADR-RES 106.0, HCT-116 102.5, NCI-H23 99.2 and NCI-H322M 104.8.
Screening Cn1cc2c(c1-c1ccccc1)CCc1cnc(=O)[nH]c1-2 returned HCT-15 110.2, NCI-H522 98.2, NCI-H226 108.8, COLO 205 155.4, NCI-H460 115.5, NCI/ADR-RES 108.7, HCT-116 100.8, NCI-H23 103.3 and NCI-H322M 158.1.
`CCOC(=O)c1ccc(N2C(=O)C(Cl)=C(Nc3cccc(C(F)(F)F)c3)C2=O)cc1` gave HCT-15 92.3, NCI-H522 81.9, NCI-H226 85.4, COLO 205 104.5, NCI-H460 102.2, NCI/ADR-RES 100.7, HCT-116 97.4, NCI-H23 96.7 and NCI-H322M 90.7.
`CC(=O)c1ccc(NCn2nc(-c3ccc(Cl)cc3)oc2=S)cc1` gave HCT-15 99.3, NCI-H522 92.0, NCI-H226 105.9, COLO 205 107.2, NCI-H460 106.1, NCI/ADR-RES 101.0, HCT-116 93.3, NCI-H23 104.2 and NCI-H322M 109.6.
O=C(CCCCCCN1CC(=O)N2[C@@H](c3ccc(F)cc3)c3[nH]c4ccccc4c3C[C@H]2C1=O)NO was read as HCT-15 111.0, NCI-H522 53.9, NCI-H226 92.4, COLO 205 90.7, NCI-H460 84.8, NCI/ADR-RES 98.5, HCT-116 76.8, NCI-H23 93.0 and NCI-H322M 81.6.
`COc1ccc(OC)c(-c2nc(SCC(=O)c3ccc(-c4ccccc4)cc3)[nH]c(=O)c2C#N)c1` gave HCT-15 98.6, NCI-H522 81.7, NCI-H226 91.9, COLO 205 120.4, NCI-H460 104.1, NCI/ADR-RES 97.7, HCT-116 93.3, NCI-H23 102.2 and NCI-H322M 90.9.
`OC(c1cc(C(F)(F)F)nc2c(Cl)cc(Cl)cc12)C1CCCCN1` (stereo not given) gave HCT-15 90.3, NCI-H522 66.1, NCI-H226 71.2, COLO 205 32.9, NCI-H460 84.1, NCI/ADR-RES 81.8, HCT-116 58.8, NCI-H23 89.5 and NCI-H322M 70.9.
Screening CC(=O)Nc1ccc(Oc2c(/C=N/N=c3\sc4ccccc4n3C)c(C)nn2-c2ccccc2)cc1 returned HCT-15 82.8, NCI-H522 93.0, NCI-H226 90.8, COLO 205 125.2, NCI-H460 98.0, NCI/ADR-RES 98.3, HCT-116 58.2, NCI-H23 98.7 and NCI-H322M 96.5.
CC(=O)NC1=NC(=O)/C(=C/c2ccc(Cl)cc2Cl)N1C was read as HCT-15 97.1, NCI-H522 103.7, NCI-H226 93.8, COLO 205 112.0, NCI-H460 101.2, NCI/ADR-RES 94.4, HCT-116 100.1, NCI-H23 94.8 and NCI-H322M 99.7.
For CCCCOc1nc2c(C)cccc2cc1/C=C/c1cc(/C=C/c2cc3cccc(C)c3nc2OCCCC)n(-c2ccccc2)n1 the results were HCT-15 107.4, NCI-H522 77.6, NCI-H226 106.6, COLO 205 111.3, NCI-H460 111.0, NCI/ADR-RES 101.0, HCT-116 98.6, NCI-H23 105.1 and NCI-H322M 99.8.
`N#CC1=C(N)Oc2c(sc3c(Br)cccc23)C1c1ccc(F)cc1` (stereo not given) gave HCT-15 10.3, NCI-H522 -6.8*, NCI-H226 36.6, COLO 205 -35.7*, NCI-H460 9.6*, NCI/ADR-RES 9.8*, HCT-116 11.9, NCI-H23 31.1 and NCI-H322M 41.3.
O=S(=O)(Nc1ncccn1)c1ccc(N=Nc2ncccc2O)cc1 was read as HCT-15 104.2, NCI-H522 77.8, NCI-H226 95.2, COLO 205 107.0, NCI-H460 107.0, NCI/ADR-RES 104.0, HCT-116 104.9, NCI-H23 103.7 and NCI-H322M 104.1.
COc1ccc(-c2[nH]ncc2CNc2ccc3ccccc3c2)cc1 was read as HCT-15 83.6, NCI-H522 64.5, NCI-H226 75.2, COLO 205 90.0, NCI-H460 99.7, NCI/ADR-RES 87.9, HCT-116 83.1, NCI-H23 83.3 and NCI-H322M 88.4.
For O=C(NNC(=O)[C@@H]1C[C@H](C(=O)O)[C@@H]2CCC[C@@H]21)c1ccncc1 the results were HCT-15 101.0, NCI-H522 62.4, NCI-H226 85.4, COLO 205 104.5, NCI-H460 98.8, NCI/ADR-RES 103.6, HCT-116 87.3, NCI-H23 102.6 and NCI-H322M 95.0.
`CSc1nc(Nc2cccc(NC(=O)/C(C#N)=C/c3ccccc3)c2)c(C#N)c(-c2cccc([N+](=O)[O-])c2)n1` gave HCT-15 90.7, NCI-H522 89.9, NCI-H226 89.0, COLO 205 111.7, NCI-H460 100.8, NCI/ADR-RES 96.2, HCT-116 86.1, NCI-H23 87.3 and NCI-H322M 98.3.
Screening O=C(CSc1nnc(-c2ccc(NC(=O)c3cccnc3)cc2)o1)Nc1ccc(Cl)cc1 returned HCT-15 103.7, NCI-H522 64.6, NCI-H226 106.4, COLO 205 95.5, NCI-H460 107.9, NCI/ADR-RES 105.0, HCT-116 86.2, NCI-H23 109.9 and NCI-H322M 101.9.
`CCOC(=O)c1cc2cccc(OC)c2oc1=O` gave HCT-15 97.3, NCI-H522 83.5, NCI-H226 106.4, COLO 205 122.5, NCI-H460 109.5, NCI/ADR-RES 111.1, HCT-116 101.1, NCI-H23 109.6 and NCI-H322M 107.1.
For Cc1cc(SC#N)cc(C(C)(C)C)c1O the results were HCT-15 102.7, NCI-H522 68.1, NCI-H226 102.2, COLO 205 100.6, NCI-H460 103.8, NCI/ADR-RES 103.5, HCT-116 70.9 and NCI-H23 93.1.

Screening results (PubChem)
